Screening results as filed in PubChem.
SENP6 block: inhibitors of human SENP6 protease; inhibition, % at 10 µM; AID 2599; 1.8% of 330,000 active; Recombinant SENP6 catalytic domain, aminoluciferin luminescence; Q9GZR1;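 active = inhibition above about 50% at the single tested dose, limit read from the data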;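 also: plate controls were DMSO wells with enzyme for no effect and DMSO wells lacking enzyme for full effect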
Target sequence (Q9GZR1 628-1112 limits assumed): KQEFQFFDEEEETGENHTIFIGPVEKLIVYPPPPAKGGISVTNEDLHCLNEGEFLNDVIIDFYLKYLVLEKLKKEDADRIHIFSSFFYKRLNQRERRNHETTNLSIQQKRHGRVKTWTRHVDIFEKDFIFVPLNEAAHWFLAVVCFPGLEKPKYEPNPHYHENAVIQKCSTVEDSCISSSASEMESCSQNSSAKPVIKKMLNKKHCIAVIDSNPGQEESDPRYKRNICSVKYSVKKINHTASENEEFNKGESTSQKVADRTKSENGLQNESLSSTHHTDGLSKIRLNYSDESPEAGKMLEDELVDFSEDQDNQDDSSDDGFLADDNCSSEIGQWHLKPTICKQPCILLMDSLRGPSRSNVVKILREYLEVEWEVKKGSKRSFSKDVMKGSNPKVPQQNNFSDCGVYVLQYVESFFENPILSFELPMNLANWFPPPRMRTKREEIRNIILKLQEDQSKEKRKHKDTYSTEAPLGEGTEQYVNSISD
SENP8 block-1: blocks the human protease SENP8; Q96LD8; purified SENP8, Z-RLRGG-aminoluciferin cleavage, luminescence; inhibition, % at 10 µM; 1.2% of 330,000 active; AID 2540; in the data active = inhibition above about 50%
MIN6 prolif: MIN6 beta-cell proliferation induction. MIN6 cells proliferation, ATPlite luminescence, 48 h; cells starved in 0.2% serum; 100% = growth in 10% serum. proliferation, % at 10 µM. 0.29% of 330,000 active. AID 2380;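 active = compounds whose signal lies at least 3.5 SD above the mean of all wells on their plate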;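 also: 0% = DMSO-treated cells in low-serum medium and 100% = 10% serum control; some compounds called inactive have numbers as strong as hits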
PfGluPho inh: PfG6PD (Plasmodium falciparum) enzyme inhibition. PfGluPho enzyme, NADPH resazurin-diaphorase fluorescence. inhibition, % at 20 µM. 0.78% of 350,000 active. AID 504690;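 active = inhibition reaching at least a set limit at 20 µM in the primary screen, cut at about 59% in these data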;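 also: 0% = DMSO wells with substrate and 100% = DMSO wells lacking glucose-6-phosphate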
UBC13 inh: blocks human UBC13 polyubiquitin chain formation. P61088. TR-FRET. inhibition, % at 20 µM. 0.47% of 330,000 active. AID 485273; in the data active = inhibition above about 45%, passing the limit was not always enough; inconclusive = no clear call, values can overlap the other calls
Target sequence (P61088 whole entry, looked up): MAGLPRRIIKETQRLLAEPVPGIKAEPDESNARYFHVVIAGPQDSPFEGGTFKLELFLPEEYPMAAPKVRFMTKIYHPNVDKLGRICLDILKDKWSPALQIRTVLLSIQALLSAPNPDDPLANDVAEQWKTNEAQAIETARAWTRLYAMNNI
SENP7 inh: SENP7 protease inhibition; Q9BQF6; recombinant SENP7, Z-RLRGG-aminoluciferin luminescence, 40 min; inhibition, % at 5 µM; 1.5% of 330,000 active; AID 434973;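 active = inhibition above about 50% at the single test dose, limit read from the data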;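 also: plate controls were DMSO with enzyme for no effect and no enzyme buffer wells for full effect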
Target sequence (Q9BQF6 706-1050 limits assumed): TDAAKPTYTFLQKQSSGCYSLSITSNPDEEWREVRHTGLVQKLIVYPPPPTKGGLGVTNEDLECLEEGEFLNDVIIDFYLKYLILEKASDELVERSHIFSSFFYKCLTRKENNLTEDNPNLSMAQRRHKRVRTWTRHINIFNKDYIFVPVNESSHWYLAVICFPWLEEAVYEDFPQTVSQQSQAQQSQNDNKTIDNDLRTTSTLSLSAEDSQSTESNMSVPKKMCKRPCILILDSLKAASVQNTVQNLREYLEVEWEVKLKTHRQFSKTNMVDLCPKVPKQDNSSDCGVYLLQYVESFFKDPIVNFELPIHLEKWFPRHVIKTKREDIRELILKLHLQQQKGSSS
HKDC1 inhibitor: HKDC1 (human) hexokinase inhibition; recombinant HKDC1, G6PDH/diaphorase resazurin coupled fluorescence; Q2TB90; 0.16% of 340,000 active; inhibition, % at 20 µM;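 active = inhibition above about 35% when tested at 20 µM, limit read from the data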;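 also: plate controls were DMSO wells with enzyme for no effect and DMSO wells lacking enzyme for full effect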
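Assay system – recombinant HKDC1 (HK5) hexokinase enzyme, produced in-house · Input – HKDC1 at 5 µg/mL · Reagent – glucose plus 1 mM ATP as hexokinase substrates · Timing – 90 min reaction incubation at room temperature, dark · Measured by – G6PDH/diaphorase-coupled fluorescence, 1 mM NADP, 100 µM resazurin, 525/613 nm · Benchmarks – DMSO-enzyme wells negative, buffer-substituted wells positive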
SENP8 block-2: inhibitors of human SENP8 protease | 0.64% of 360,000 active | inhibition, % at 20 µM | Q96LD8 | AID 602440 | recombinant SENP8, Nedd8 substrate fluorescence; in the data active = inhibition mostly above about 40%, no sharp cut-off; inactive = mostly below about 27%
SENP1 inh: blocks the human SENP1 SUMO protease catalytic domain; Q9P0U3; recombinant SENP1 catalytic domain, CyPet-SUMO1-YPet FRET cleavage; inhibition, % at 10 µM; 0.21% of 360,000 active; AID 624204;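 active = inhibition at least 30% at 10 µM, raw YFP signal under a set limit, fluorescence ratio 0.5 to 1.5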;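 also: 0% = enzyme with DMSO and 100% = no enzyme wells; some results filed as inactive read as strong as hits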
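material = recombinant human SENP1 catalytic domain, His6-tagged | quantity = 20 pM enzyme | reagent = 25 nM SUMO1 FRET substrate | compound dosing = 10 µM single point, 0.5% DMSO | timing = 50 min enzyme reaction, room temperature, light-protected | detection = FRET, CFP and YFP emission | control set = no-enzyme low, enzyme-DMSO high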
* marks the source's active call; other numbers are inactive results; ? = inconclusive; / = no result given.

SMILES | SENP6 block | SENP8 block-1 | MIN6 prolif | PfGluPho inh | UBC13 inh | SENP7 inh | HKDC1 inhibitor | SENP8 block-2 | SENP1 inh
O=C(Nc1c2c(nn1-c1ccc(F)cc1)CS(=O)C2)c1ccc(S(=O)(=O)N2CCOCC2)cc1 (stereo not drawn) | 2 | -9 | -1 | 2 | -11 | -4 | -9 | 1 | 0
O=C(O)C1=C[C@H](c2ccc(Br)cc2)C[C@H](OCc2ccc(CO)cc2)O1 | -12 | -4 | -3 | -13 | -9 | -2 | -1 | 4 | 0
N#CC1(NC(=O)CN2CCc3ccccc3C2)CCCC1 | -6 | -2 | -3 | 2 | -6 | -12 | -4 | 19 | -1
COc1ccc2nc(NC(=O)Nc3cccc4ccccc34)sc2c1 | 0 | -10 | -3 | -18 | 0 | -5 | 3 | -151 | -3
CCOCCn1c(=O)c2c(nc3n2CCCN3CCc2ccccc2)n(C)c1=O | -15 | -6 | -5 | -1 | -5 | -12 | -6 | 21 | 0
CCC(=O)Nc1c(-c2ccc(Cl)cc2)c(=O)c2ccccc2n1C | -1 | 3 | -2 | -12 | 0 | 7 | -3 | -32 | 1
CC1=C([N+](=O)[O-])C(c2ccccc2)C2=C(N1)c1ccccc1C2=O (stereo not drawn) | -7 | -7 | -4 | 9 | -102 | 1 | 9 | 37 | 9
O=C(NCc1ccccn1)C1CCN(S(=O)(=O)c2ccccc2F)CC1 | -6 | 1 | 4 | 3 | 3 | 2 | -5 | -5 | -1
CC(=O)C[C@H](O)CC(=O)[C@@H]1OC(=O)CCCCCCc2ccccc21 | 6 | -6 | 0 | -7 | 6 | 6 | -7 | 7 | 2
N=C1C(c2nc3ccccc3s2)=C(O)CN1NC(=O)c1ccccc1[N+](=O)[O-] | -10 | 1 | -2 | -2 | 1 | 5 | 14 | 14 | -1
CCC(C(=O)OCC(=O)Nc1c(C)nn(-c2ccccc2)c1C)c1ccccc1 (stereo not drawn) | -3 | -7 | -3 | -6 | 1 | -14 | -3 | 8 | 2
Cc1ccc(CC(=O)NC2CCN(C)CC2)cc1 | / | / | / | -4 | / | / | 0 | 2 | -1
COc1ccccc1NC(=O)C1CCCN(S(=O)(=O)c2ccc3c(c2)CC(C)N3C(C)=O)C1 (stereo not drawn) | -22 | -5 | -4 | -6 | 0 | 11 | -6 | 0 | 3
CC(C)NC(=O)CCn1ccc2cc(S(=O)(=O)N3CCCC3)ccc21 | -15 | -4 | -3 | 12 | -1 | 15 | 2 | 16 | 2
CCOC(=O)c1[nH]cnc1C(=O)Nc1ccncc1 | 2 | 5 | -2 | -5 | 5 | 1 | 5 | 16 | 0
CCCC1(C)Nc2ccccc2-c2nc3ccccc3n21 (stereo not drawn) | 14 | -12 | 1 | 39 | 16 | 19 | -7 | -296 | -2
CCOC(=O)C1CCCN(C(=O)COC(=O)c2cc(=O)c3ccccc3o2)C1 (stereo not drawn) | -4 | -8 | 0 | 2 | -2 | 2 | -2 | 9 | 0
Cc1ccc(NC(=O)CN(C)CCOc2ccccc2)c([N+](=O)[O-])c1 | -4 | 4 | -1 | -11 | -6 | -6 | -1 | 11 | 0
Cc1nc2scc(C)n2c(=O)c1S(=O)(=O)Nc1ccc(F)cc1 | 10 | -4 | 0 | 7 | 2 | 4 | 5 | -12 | -1
Cc1c([N+](=O)[O-])nnn1-c1cc(Cl)cc(Cl)c1 | -8 | 2 | 2 | -6 | -1 | -1 | 9 | -6 | 0
CC(=O)c1ccc(NC(=O)CSc2ccc(-c3ccc4c(c3)OCO4)nn2)cc1 | -5 | -11 | 0 | -3 | 5 | -13 | -11 | 9 | 1
CC(C)CC(C(=O)Nn1cnnc1)N1C(=O)c2ccccc2C1=O (stereo not drawn) | -32 | 9 | -4 | 7 | -4 | -8 | -9 | 13 | -19
CC(C)=CC[N+]1(C)CCCCC1 | -4 | -12 | 2 | -21 | -16 | 0 | 1 | 15 | 1
CCCCCCCCNC(=O)C(CCC(=O)OCc1ccccc1)NC(C)=O (stereo not drawn) | -2 | -1 | -4 | 16 | 7 | -8 | -5 | 6 | 3
O=C1Nc2ccc([N+](=O)[O-])cc2OC1CCN1CCN(Cc2ccccc2)CC1 (stereo not drawn) | 12 | 7 | 0 | 4 | -5 | -1 | -3 | -13 | -37
Cc1cccc(C(=O)OC2CCOC2=O)c1C (stereo not drawn) | -2 | 4 | 0 | -20 | 0 | 5 | -1 | 7 | 2
O=c1oc(Nc2ccccc2Cl)nc2ccccc12 | / | / | / | 8 | / | / | 7 | -97 | 1
COc1ccc(NC(=O)/C=C/c2cc(OC)c(OC)c(OC)c2)cn1 | 28 | 0 | -2 | -10 | -18 | -7 | 0 | 5 | -2
COc1ccc(CC(=O)Nc2nc3ccccc3[nH]2)cc1 | -9 | 1 | -3 | 7 | 2 | -5 | -7 | 14 | 3
COc1cc2cc(C(=O)Nc3ccccc3)c(N)nc2cc1OC | 15 | -7 | -2 | 3 | 12 | 0 | 4 | -408 | -19
Cn1cnnc1SCC(=O)NC(=O)NCc1ccccc1 | -3 | 6 | -1 | -5 | 8 | 3 | -4 | 16 | 3
COC(C[C@@H]1O[C@H]1[C@@H](O)COCc1ccccc1)OC | 0 | 0 | 1 | 16 | -5 | 0 | -1 | 10 | 1
Oc1ccccc1-c1nnc(SCCN2CCOCC2)n1Cc1ccccc1 | -20 | -12 | -5 | -11 | -9 | -6 | -21 | 3 | 3
O=C(/C=C/c1ccco1)NC(=S)Nc1nc(-c2ccc(Cl)cc2)cs1 | -13 | -3 | -3 | -12 | -15 | 2 | 9 | 28 | -1
Cc1c(C(=O)Nc2cccnc2)oc2ccc(Br)cc12 | 35 | 13 | -1 | -12 | 12 | 13 | -3 | 6 | 1
C=CCNC(=O)CN1N=C(c2ccc(C)cc2)CCC1=O | -4 | 2 | 1 | 2 | -2 | 0 | -6 | 23 | 0
O=C(CSc1nc(-c2cccs2)cc(C(F)(F)F)n1)Nc1cc(OCC(F)(F)C(F)F)cc([N+](=O)[O-])c1 | -5 | -4 | -2 | -13 | -33 | -8 | 10 | 20 | -3
O=C(/C=C\c1cccs1)c1c(O)ccc2ccc(=O)oc12 | -11 | -3 | -3 | -4 | -9 | 0 | 1 | -347 | -18
Cc1ccccc1C(=O)N1CCC(C(=O)Nc2cccc(S(=O)(=O)N3CCCCC3)c2)CC1 | -4 | 0 | 0 | -3 | -4 | -3 | 4 | 2 | 1
CSc1ncc(OCc2ccccc2)c(=O)[nH]1 | -12 | -1 | 1 | -15 | 4 | -2 | -2 | 13 | 1
Cc1cc(C(=O)Nc2ncn(Cc3ccc(F)cc3)n2)ccc1[N+](=O)[O-] | 5 | 1 | 0 | 4 | 1 | -2 | 0 | 17 | 2
O=C(Cc1ccccc1Cl)Nc1ccc(S(=O)(=O)Nc2nccs2)cc1 | -6 | 1 | -4 | -5 | 3 | -9 | -1 | -2 | 1
COc1ccc2cc(C#N)c(N3CCN(C(=O)c4ccccc4C)CC3)nc2c1 | -18 | -2 | -4 | -7 | ? | 1 | -2 | -370 | -22
O=C(CSc1nc2nn(-c3ccccc3)c(=O)c-2c2n1CCCCC2)c1ccc(OC(F)F)cc1 | -8 | 4 | 0 | 4 | -6 | -7 | -4 | 14 | 2
CCCCC(=O)OCC(=O)Nc1ccc(SC(F)F)cc1 | -6 | -4 | 0 | 25 | -2 | 4 | 1 | -3 | 2
COC(=O)c1ccc(NC(=S)N2CCN(Cc3ccccc3OC)CC2)cc1 | -14 | -6 | 1 | 20 | 2 | -6 | -4 | 3 | 5
Cc1ccccc1OCC(=O)Nc1ccc2c(c1)n(C)c(=O)n2C | -10 | 6 | -2 | 14 | -11 | 5 | -5 | 30 | 2
O=C(CCS(=O)(=O)c1ccc(F)cc1)N1CCOCC1 | -2 | 5 | 13 | 8 | 6 | -5 | -6 | 4 | 1
O=C(Nc1ccccn1)c1sc2cc([N+](=O)[O-])ccc2c1Cl | -1 | -2 | -5 | 70* | -6 | -6 | -22 | 25 | 0
Cc1cc(C)cc(NC(=O)CSc2nnc(C3CC3)n2CC2CCCO2)c1 (stereo not drawn) | 1 | -4 | -2 | 10 | -4 | 2 | -9 | 6 | 1
OC(COCc1cccs1)CN1CCN(c2ccccn2)CC1 (stereo not drawn) | -11 | 4 | -3 | 0 | 6 | -5 | -8 | 2 | -6
CCOC(=O)c1ccc(NS(=O)(=O)c2c(N)[nH]c(=O)[nH]c2=O)cc1 | 1 | -1 | -4 | -3 | 9 | 3 | -6 | 15 | -1
O=C(NC1(C(F)(F)F)N=C(c2ccccc2)NC1=O)c1ccc(Cl)cc1Cl (stereo not drawn) | -16 | 2 | -2 | -1 | -3 | 1 | -12 | -272 | 1
COCCN=c1scc(C)n1/N=C/C1CC2C=CC1C2 (stereo not drawn) | -8 | -9 | -3 | -13 | -8 | -6 | 14 | -1 | -1
O=C(/C=C/c1cccc([N+](=O)[O-])c1)Nc1ccccc1N1CCOCC1 | 1 | 0 | 0 | -6 | -7 | 4 | -2 | 14 | 2
CC(C)Oc1ccc(C(=O)NC2(C(F)(F)F)N=C3SCCN3C2=O)cc1 (stereo not drawn) | -11 | -13 | 0 | -5 | -13 | 5 | 5 | 13 | -1
CC(=O)Nc1ccc(OCC(O)CN2CCN(c3cc(Cl)ccc3C)CC2)cc1 (stereo not drawn) | 0 | -3 | -3 | -12 | 9 | -3 | -6 | 33 | 2
Cc1ccc(Oc2cc(NN3CCCCC3)c([N+](=O)[O-])cc2[N+](=O)[O-])c(Cl)c1 | -5 | 7 | -6 | -4 | -9 | 5 | -1 | 32 | 2
O=C1CC(C(=O)Nc2ccc(Br)cc2)S/C(=N\N=C\c2ccco2)N1 (stereo not drawn) | -17 | 0 | -3 | -23 | -6 | 1 | -2 | 18 | -6
COCCn1c(SCC(N)=O)nc2c(c1=O)SC(C)C2 (stereo not drawn) | -4 | 1 | 0 | 8 | 49* | 18 | 0 | 16 | -1
Cc1cc(Nc2ccc(Br)c(C)c2)n2nc(C)nc2n1 | -7 | -6 | -1 | 3 | 1 | -9 | -1 | 8 | 0
COc1ccc(C(=O)Nn2c(SCC(=O)c3ccccc3)nc3ccccc3c2=O)cc1 | 10 | 6 | -4 | -29 | 83* | 6 | -6 | 17 | 1
COc1ccc(N(C)S(=O)(=O)c2cccc(C(=O)Nc3ccc(N4CCOCC4)cc3)c2)cc1 | 12 | -2 | -2 | -8 | -1 | -6 | 6 | 13 | 2

Looked up by structure from the entries so far, four records:
SMILES | SENP6 block | SENP8 block-1 | MIN6 prolif | PfGluPho inh | UBC13 inh | SENP7 inh | HKDC1 inhibitor | SENP8 block-2 | SENP1 inh
COCCn1c(SCC(N)=O)nc2c(c1=O)SC(C)C2 (stereo not drawn) | -4 | 1 | 0 | 8 | 49* | 18 | 0 | 16 | -1
O=C1CC(C(=O)Nc2ccc(Br)cc2)S/C(=N\N=C\c2ccco2)N1 (stereo not drawn) | -17 | 0 | -3 | -23 | -6 | 1 | -2 | 18 | -6
CCOC(=O)c1ccc(NS(=O)(=O)c2c(N)[nH]c(=O)[nH]c2=O)cc1 | 1 | -1 | -4 | -3 | 9 | 3 | -6 | 15 | -1
OC(COCc1cccs1)CN1CCN(c2ccccn2)CC1 (stereo not drawn) | -11 | 4 | -3 | 0 | 6 | -5 | -8 | 2 | -6
